# Screening results deposited in PubChem BioAssay by several laboratories.
# LMPTP inh: blocks human LMPTP phosphatase | 360,000 compounds, 0.22% hits | recombinant LMPTP-A, OMFP fluorogenic substrate, fluorescence intensity | inhibition, % at 20 µM | P24666;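 active = compounds that cut the enzyme signal by at least half of the control window in the single-dose screen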;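 note: plate controls were DMSO wells with enzyme plus substrate for no effect and substrate without enzyme for full effect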
# Target sequence (P24666 whole entry, looked up): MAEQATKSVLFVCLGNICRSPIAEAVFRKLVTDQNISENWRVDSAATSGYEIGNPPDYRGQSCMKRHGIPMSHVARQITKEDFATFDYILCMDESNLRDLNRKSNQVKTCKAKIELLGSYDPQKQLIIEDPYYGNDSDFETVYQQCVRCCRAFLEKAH
#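 Test system: LMPTP-A, protein tyrosine phosphatase of low molecular weight; Input: 0.625 nM enzyme; Incubation: 50 min dark incubation at room temperature; Signal: endpoint fluorescence intensity from OMFP dephosphorylation; Read-out basis: % inhibition versus control wells.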
# Scp1 inh: inhibitors of human Scp-1 phosphatase; 340,000 compounds, 0.88% hits; Q9GZU7; inhibition, % at 20 µM; Recombinant Scp1, phosphopeptide, malachite green phosphate absorbance;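 active = inhibition above about 50% at 20 µM, limit read from the data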;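 note: plate controls were DMSO wells with enzyme for no effect and wells lacking enzyme for full effect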
# Target sequence (Q9GZU7 76-261 limits assumed): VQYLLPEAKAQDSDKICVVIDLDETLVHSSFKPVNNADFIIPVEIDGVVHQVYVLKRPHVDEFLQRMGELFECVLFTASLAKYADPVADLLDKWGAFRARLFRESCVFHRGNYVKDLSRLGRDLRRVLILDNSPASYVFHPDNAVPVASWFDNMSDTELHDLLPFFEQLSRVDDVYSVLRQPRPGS
#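 Test system: SCP-1 phosphatase catalytic domain, residues 76-261; measured by: colorimetric phosphate reagent with accelerator and stabiliser, absorbance at 630 nm; timing: enzyme reaction 45 min at room temperature, colour 5 min, stabilisation 30 min; also added: Phosphorylated 17-residue peptide substrate; compound dosing: one concentration, 20 µM, with 1.0% DMSO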
# MsrA inh: bovine MsrA inhibition; AID 651718; purified bovine MsrA, absorbance read-out; 360,000 compounds, 0.75% hits; inhibition, % at 15.5 µM; in the data active = inhibition above about 4.5%;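 note: 0% = vehicle wells with enzyme and 100% = reference inhibitor wells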
# CSN inh: blocks human CSN-mediated cullin deneddylation; Purified CSN, SCF-Nedd8-OG deneddylation, fluorescence polarization; inhibition, % at 12.5 µM; 360,000 compounds, 0.38% hits; AID 651999;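 active = pattern-corrected inhibition above about 35%, with an unprinted fluorescence ratio check between 0.5 and 1.5, limit read from the data, passing the limit was not always enough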;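 note: 0% = enzyme with substrate and 100% = substrate without enzyme; some results filed as inactive read as strong as hits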
#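 Material: purified human Csn5 enzyme expressed in HEK293T cells / Medium: Tris buffer pH 7.5, NaCl, DTT, Tween-20, trehalose, ovalbumin / Compound dosing: 12.5 µM single point / Schedule: 90 min incubation of compound, enzyme and substrate at room temperature / Signal: fluorescence polarization of the substrate / Control set: no-enzyme wells high, enzyme-with-substrate wells low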
# Rpn11 inh: blocks the human proteasome subunit Rpn11; human 26S proteasome, Ub4-pepOG fluorescence polarization; 20S core pre-blocked with epoxomicin; AID 588493; 360,000 compounds, 0.59% hits; calls only at 20 µM; O00487;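 active = inhibition at 20 µM, scaled to each plate's controls, above about 33%, limit read from the data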
# SUMO1 PPI mod: alters human SUMO1 binding to SIM partners; P63165; SUMO1 binding to a labelled peptide, TR-FRET, 1 h; inhibition, % at 20 µM; 360,000 compounds, 0.33% hits; in the data active = inhibition above about 37%
# Target sequence (P63165 whole entry, looked up): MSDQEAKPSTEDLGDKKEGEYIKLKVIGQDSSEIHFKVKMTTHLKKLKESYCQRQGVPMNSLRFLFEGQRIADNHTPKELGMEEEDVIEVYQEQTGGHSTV
# DNMT1 inh: blocks human DNA methyltransferase DNMT1; P26358; DNMT1 molecular beacon, Hinp1I cleavage, fluorescence; inhibition (reported as % activation of signal), % at 10 µM; 360,000 compounds, 0.83% hits; in the data active = inhibition above about 50%
# STEP block: STEP (human) phosphatase inhibition. P54829. recombinant STEP, OMFP fluorogenic substrate, fluorescence. inhibition, % at 20 µM. 360,000 compounds, 0.25% hits. AID 588621;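 active = inhibition at 20 µM, scaled per plate between control wells, above about 37%, limit read from the data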;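 note: 0% = DMSO with enzyme and substrate and 100% = substrate only without enzyme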
# Target sequence (P54829 whole entry, looked up): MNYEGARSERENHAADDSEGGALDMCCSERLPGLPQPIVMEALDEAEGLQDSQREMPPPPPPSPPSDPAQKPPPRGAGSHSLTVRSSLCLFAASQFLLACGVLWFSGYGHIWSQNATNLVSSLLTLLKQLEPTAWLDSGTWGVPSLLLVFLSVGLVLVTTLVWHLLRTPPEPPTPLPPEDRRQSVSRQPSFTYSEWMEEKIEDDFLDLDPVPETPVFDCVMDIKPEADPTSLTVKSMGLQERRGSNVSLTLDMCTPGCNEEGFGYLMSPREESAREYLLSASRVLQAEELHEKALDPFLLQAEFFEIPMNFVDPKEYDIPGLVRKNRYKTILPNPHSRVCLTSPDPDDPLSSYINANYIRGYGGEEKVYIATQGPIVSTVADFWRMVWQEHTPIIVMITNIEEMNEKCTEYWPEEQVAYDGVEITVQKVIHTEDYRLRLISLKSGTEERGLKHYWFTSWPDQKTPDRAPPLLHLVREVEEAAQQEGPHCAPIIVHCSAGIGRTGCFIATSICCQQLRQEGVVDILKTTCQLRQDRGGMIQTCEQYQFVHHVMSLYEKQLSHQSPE
#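 System: STEP (striatal-enriched tyrosine phosphatase) enzyme, cell-free; medium: Bis-Tris pH 6.0 buffer with DTT, detergent; dosing: 20 µM, 1% DMSO; times: reaction 20 min, ambient temperature; detection: fluorescence, 480/540 nm; read-out basis: normalized % inhibition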
# Tb MetRS inh: blocks T. brucei methionyl-tRNA synthetase activity; purified T. brucei MetRS, ATP depletion, Kinase-Glo luminescence; inhibition, % at 11.9 µM; 360,000 compounds, 0.4% hits; AID 624268;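 active = inhibition above a per-plate cutoff of the control wells' mean inhibition plus 3 SD, cut at about 5.5% in these data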;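 note: 0% = DMSO wells median and 100% = median of wells with control inhibitor compound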
#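 Material: T. brucei methionyl-tRNA synthetase, purified; reagent: substrates ATP, L-methionine and bulk Escherichia coli tRNA; dosing: 11.9 µM single point; timing: 15 min plus 2 h at 25 °C; detection: luminescence of leftover ATP; evaluation: % inhibition; control set: DMSO-only wells as low control; replicates: singlicate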
# NadD block: inhibitors of Staphylococcus aureus NadD. purified NadD enzyme, colorimetric absorbance read-out. inhibition, % at 20 µM. 360,000 compounds, 0.78% hits. AID 602399; in the data active = inhibition above about 26%; note: some compounds past the cut are filed as inactive
# Numbers without * were called inactive; i = inactive; · = no result given; & = joins results of further samples.
# Sample of the layout:
item	Structure	LMPTP inh	Scp1 inh	MsrA inh	CSN inh	Rpn11 inh
1	CCOC(=O)C(CC)Sc1ccc2nnc(CCNS(=O)(=O)c3ccccc3)n2n1 (configuration not stated)	0.0	-3.9	-1.0	6.4	i
2	CCOC(=O)c1cc2ccc3ccccc3c2s1	4.8	-14.6	-1.0	4.5	i
3	COc1cc(OC)cc(C(=O)NNC(=O)CCOc2ccccc2OC)c1	-1.1	-4.9	0.0	3.9	i
4	O=[N+]([O-])c1cc([N+](=O)[O-])c(Oc2cccnc2Br)cc1NN1CCCCC1	0.9	-7.1	3.3	-0.3	i

item	SUMO1 PPI mod	DNMT1 inh	STEP block	Tb MetRS inh	NadD block
1	-4.2	5.8	0.2	-1.0	-2.3
2	-6.0	15.5	2.0	0.1	8.4
3	0.6	-0.4	-0.3	-0.1	-6.1
4	-27.9	13.2	2.0	0.4	-4.6

# This part in full (from the top)
item	Structure	LMPTP inh	Scp1 inh	MsrA inh	CSN inh	Rpn11 inh
1	CCOC(=O)C(CC)Sc1ccc2nnc(CCNS(=O)(=O)c3ccccc3)n2n1 (configuration not stated)	0.0	-3.9	-1.0	6.4	i
2	CCOC(=O)c1cc2ccc3ccccc3c2s1	4.8	-14.6	-1.0	4.5	i
3	COc1cc(OC)cc(C(=O)NNC(=O)CCOc2ccccc2OC)c1	-1.1	-4.9	0.0	3.9	i
4	O=[N+]([O-])c1cc([N+](=O)[O-])c(Oc2cccnc2Br)cc1NN1CCCCC1	0.9	-7.1	3.3	-0.3	i
5	COc1ccc(NC(=O)NNC(=O)COc2cc(C)c(Cl)c(C)c2)c(OC)c1	-0.4	1.0	-0.4	0.9	i
6	CCCS(=O)(=O)NC(=O)C1(C)CCCN(C(=O)c2c(-c3ccccc3)noc2C)C1 (configuration not stated)	-0.7	·	0.5	2.7	i
7	Cc1ccccc1-c1cc(C(=O)N2CCCC2)c2ccccc2n1	3.8	-0.1	-0.2	7.8	i
8	CCOC(=O)c1sc2nc(SCC#N)n(CCCN3CCCC3=O)c(=O)c2c1C	-0.4	-6.2	2.1	5.3	i
9	CCSc1n[nH]c(=O)[nH]c1=O	-1.2	-5.0	0.0	-1.4	i
10	OCC[C@H]1C[C@H](O)[C@@H](O)[C@]2(OCCc3ccccc32)O1	-1.6	-4.9	1.8	-4.5	i
11	Cc1ccc2nc(-c3ccc4c(c3)OCCO4)cc(C(=O)O)c2c1	-1.7	2.0	1.5	1.8	i
12	COc1ccc(Cl)cc1N(CC(=O)NC(C(C)C)C(C)C)S(C)(=O)=O	-0.5	-4.9	-0.2	-0.6	i
13	O=C(CSc1ccc([N+](=O)[O-])cn1)Nc1ccc(N2CCOCC2)c(Cl)c1	1.5	6.4	1.9	-0.8	i
14	CCCCn1c(=O)nc2n(-c3ccc(C)cc3)c3ccccc3cc-2c1=O	0.0	2.4	0.9	0.8	i
15	O=C(Cc1ccccc1)Nc1nc(=O)c2ccccc2s1	-2.1	-9.3	1.0	2.7	i

item	SUMO1 PPI mod	DNMT1 inh	STEP block	Tb MetRS inh	NadD block
1	-4.2	5.8	0.2	-1.0	-2.3
2	-6.0	15.5	2.0	0.1	8.4
3	0.6	-0.4	-0.3	-0.1	-6.1
4	-27.9	13.2	2.0	0.4	-4.6
5	3.9	8.3	-0.4	-0.4	-4.3
6	-0.4	9.5	0.5	-0.3	1.9
7	8.4	15.5	6.0	0.2	8.7
8	-2.8	-3.7	4.2	-0.3	6.8
9	-2.5	-3.4	0.7	-0.3	1.9
10	3.6	7.0	-1.9	-0.2	-3.6
11	-7.1	4.9	-1.3	-0.5	3.1
12	5.3	3.5	-0.5	-0.4	4.0
13	-17.5	2.5	0.4	-0.8	-5.2
14	-25.7	3.7	1.7	0.0	3.9
15	15.0	1.0	-3.6	-0.6	-1.7

# Further structures follow:
item	Structure	LMPTP inh	Scp1 inh	MsrA inh	CSN inh	Rpn11 inh
16	C=CCC[C@@H](Cc1ccc(F)cc1)C(=O)OC[C@@H](NC(=O)[C@@H](CC=C)CC(=O)N[C@@H](CO)Cc1ccccc1)C(C)(C)C	-0.4	-6.5	0.0	1.8	i
17	Cc1cccc(NC(=S)NC23CN4CN(CN(C4)C2)C3)c1	-3.7	-10.7	-0.2	108.4	i
18	CCNC(=O)COC(=O)/C=C/c1cccc(F)c1	1.0	-7.5	-1.3	-0.8	i
19	C/C(=N/NC(=O)CNS(=O)(=O)c1ccc(C)cc1)c1cccc([N+](=O)[O-])c1	0.0	-1.7	2.1	0.7	i
20	CN(C)CCC(C(=O)c1ccccc1)c1ccccn1 (configuration not stated)	-1.2	-15.3	·	-5.6	i
21	CC(Oc1cc2oc(=O)c3c(c2cc1Cl)CCCC3)C(=O)NCc1cccnc1 (configuration not stated)	0.9	2.9	-0.3	-2.1	i
22	O=C(NCCCN1CCCC1)c1cc2c(Cl)nc3ccccc3c2s1	5.5	-0.8	1.3	3.7	i
23	CCC(C)N1C(=O)S/C(=C/c2ccc3c(c2)n(C)c(=O)n3C)C1=O (configuration not stated)	1.3	0.9	1.4	3.6	i
24	COC(=O)C(C)n1cnc2c(nnn2Cc2ccc(Cl)cc2)c1=O (configuration not stated)	-1.6	-1.1	-1.1	-0.7	i
25	C=CCC[C@@H](Cc1ccc(F)cc1)C(=O)OC[C@@H](Cc1ccccc1)NC(=O)[C@H](CC=C)CC(=O)NCCO	0.6	-10.9	2.3	3.8	i
26	COc1ccc(CNC(=O)N2CCN(c3ccccc3OC)CC2)cc1	-0.9	-7.5	-1.5	0.7	i
27	CCc1ccc(C(=O)CSc2nc3ccccc3c(=O)[nH]2)cc1	0.0	-7.0	-0.3	0.5	i
28	Cc1ccc(S(=O)(=O)N2CCN(c3cnn(-c4ccccc4)c(=O)c3Cl)CC2)cc1	-1.7	-11.8	0.3	-8.0	i
29	NNc1nc(-c2ccccc2Cl)c2cc(Br)ccc2n1	2.5	0.8	3.0	2.6	i
30	CC(C)(C)C(=O)[C@@H]1[C@@H]2C(=O)N(c3ccc4c(c3)OCCO4)C(=O)[C@@H]2C2c3ccccc3C=CN21 (some centres not stated)	1.5	-3.1	0.6	1.7	i

item	SUMO1 PPI mod	DNMT1 inh	STEP block	Tb MetRS inh	NadD block
16	4.2	-6.5	-1.1	-0.2	-6.2
17	-2.7	-3.4	2.0	-0.5	-3.4
18	-4.6	-0.8	-3.3	-0.2	-5.5
19	-20.6	0.3	-1.0	-0.2	-4.0
20	3.3	-1.8	-4.1	-0.2	-3.1
21	-3.1	1.7	1.1	0.8	3.0
22	6.5	33.7	1.3	-0.7	-2.8
23	-13.2	-3.5	1.7	-1.8	-9.8
24	1.9	-5.9	-1.6	-0.1	1.9
25	4.2	-5.2	-2.4	-1.3	-9.4
26	4.5	-1.2	1.3	0.2	-4.6
27	5.2	-8.9	1.2	0.7	2.2
28	-1.7	11.1	-6.3	-0.4	1.3
29	-12.6	7.0	1.5	-1.7	10.1
30	-6.9	-18.6	-4.6	-1.0	3.5

# Other results follow.
item	Structure	LMPTP inh	Scp1 inh	MsrA inh	CSN inh	Rpn11 inh
31	COc1ccc([C@H]2CC(=O)C=C(c3ccc(CNC(=O)OC(C)(C)C)cc3)C2)cc1	3.0	-7.1	0.9	-2.2	i
32	Nc1cc[n+](CC(=O)c2ccccc2)cc1	-0.1	-3.5	0.3	-3.3	i
33	COC(=O)c1ccc(NC(=O)CCN2CCCCC2)cc1	-2.2&-1.7	-1.3&0.5	-0.1&-0.2	2.4&-0.4	i
34	CN(C)C(/C=C/Nc1ccc([N+](=O)[O-])cc1)=C(C#N)C#N	-0.1	-0.3	2.3	-4.6	i
35	C=CCOc1cccc(C2/C(=C(/O)c3ccc(F)cc3)C(=O)C(=O)N2CCN2CCOCC2)c1 (configuration not stated)	0.6	-10.3	0.1	1.9	i
36	COc1cccc(NC(=O)CN(C)C(C)C(=O)Nc2ccc(S(=O)(=O)N3CCOCC3)cc2)c1 (configuration not stated)	0.7	-0.8	-0.8	0.9	i
37	COc1ccc(N2CCN(C(=O)CSc3nnc4n3C(C)(C)Cc3ccccc3-4)CC2)cc1	-1.0	-9.2	0.8	-0.3	i
38	COc1cc(C2C(C#N)=C(N)N(Nc3ccccc3)C3=C2C(=O)CC(C)(C)C3)ccc1OCc1cccc(F)c1 (configuration not stated)	0.5	-9.5	-0.1	4.1	i
39	Cc1ccc(S(=O)(=O)C2(C(=O)Nc3cccc(F)c3)CC2)cc1	-1.7	-9.8	1.7	3.2	i
40	CCOc1ccc(NC(=O)CNC(=O)c2cccs2)cc1	-0.9	0.9	-0.6	-2.2	i
41	Cc1sc(NC(=O)C(C)C)c(C(=O)Nc2ccccc2)c1C	-0.4	-8.0	0.8	6.6	i
42	Cc1ccc(S(=O)(=O)n2cc(-c3ccccc3)c3ccccc32)cc1	1.3	-11.4	-0.4	-7.5	i
43	COc1ccc(S(=O)(=O)N2CCC[C@H]2C(=O)N2CCC[C@H]2C(=O)NCc2ccc(F)cc2F)cc1C	0.8	·	-0.5	-2.7	·
44	COc1ccc(CCC(=O)Nc2c(-c3ccc(N(C)C)cc3)[nH][nH]c2=O)cc1	13.0	·	1.9	13.0	i
45	Cc1ccc(NC(=O)c2ccc3snnc3c2)cc1	0.4	5.5	-0.4	-12.0	i

item	SUMO1 PPI mod	DNMT1 inh	STEP block	Tb MetRS inh	NadD block
31	-18.4	-9.4	4.8	-0.6	-1.6
32	2.1	-1.7	0.8	-0.9	-1.6
33	-3.3&-4.2	2.9&1.8	-2.6&-6.5	-0.7&-0.1	3.3&-3.0
34	-21.2	0.1	1.1	0.1	-2.8
35	-2.5	-4.3	0.1	-0.7	7.6
36	-5.0	-2.5	-0.6	-0.3	2.3
37	-4.8	0.5	2.9	-0.4	2.3
38	-6.8	-13.3	2.2	-0.4	31.0*
39	0.9	3.6	-2.6	0.0	-7.8
40	-4.8	-2.1	0.7	-1.0	-6.1
41	-0.9	-1.6	-0.9	-0.3	-2.0
42	7.1	2.1	0.7	-0.1	-2.9
43	2.8	·	·	0.3	0.1
44	47.0*	58.3*	8.2	14.0*	6.9
45	8.7	1.5	4.1	-0.8	-2.6
